MEP2 TOR yeast = modulators of TOR pathway MEP2-GFP in S. cerevisiae; 330,000 compounds, 0.51% hits; AID 2016; GFP response vs DMSO, % at 10 µM; S. cerevisiae MEP2-GFP strain, flow cytometry GFP, 3 h; 100% = DMSO control level;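 active = GFP response versus DMSO above a set limit, roughly screen mean plus 3 SD, cut at about 180% in these data; inconclusive = fewer than 70 cells counted for a yeast strain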;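 also: median GFP fluorescence of the barcode-gated MEP2-GFP cells per well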
CIT2-GFP yeast = yeast TOR pathway CIT2-GFP modulation. GFP response vs DMSO, % at 10 µM. S. cerevisiae CIT2-GFP strain, flow cytometry, 3 h; 100 means same as DMSO wells. 320,000 compounds, 0.065% hits;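 active = GFP response relative to DMSO above a set limit, near the screen mean plus 3 SD, cut at about 150% in these data; inconclusive = Fewer than 70 cells measured for a yeast strain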;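 also: ratio of well median GFP fluorescence to mean of DMSO wells on the plate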
LAP4-GFP MLPCN = modulators of TOR pathway LAP4-GFP in S. cerevisiae | AID 2023 | GFP response vs DMSO, % at 10 µM | 320,000 compounds, 0.34% hits | S. cerevisiae LAP4-GFP multiplex, flow cytometry GFP, 3 h; median GFP as percent of DMSO wells;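 active = GFP response vs DMSO above a set limit, about the screen mean plus 3 SD, cut at about 150% in these data; inconclusive = under 70 cell events counted for the yeast strain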
procasp7 counter = counter-screen for procaspase-3 activators: activators of human procaspase-7. recombinant procaspase-7, Ac-DEVD-pNA absorbance 405 nm; D23A/D198A/D206A triple mutant, cannot self-cleave; scale: DMSO 0, 5 µM enzyme 100. 330,000 compounds, 0.093% hits. P55210. activation, % at 8.5 µM. AID 463210;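 active = percent activation above the screen-wide mean plus 3 SD, cut at about 25% in these data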
Target sequence (P55210 whole entry D23A/D198A/D206A): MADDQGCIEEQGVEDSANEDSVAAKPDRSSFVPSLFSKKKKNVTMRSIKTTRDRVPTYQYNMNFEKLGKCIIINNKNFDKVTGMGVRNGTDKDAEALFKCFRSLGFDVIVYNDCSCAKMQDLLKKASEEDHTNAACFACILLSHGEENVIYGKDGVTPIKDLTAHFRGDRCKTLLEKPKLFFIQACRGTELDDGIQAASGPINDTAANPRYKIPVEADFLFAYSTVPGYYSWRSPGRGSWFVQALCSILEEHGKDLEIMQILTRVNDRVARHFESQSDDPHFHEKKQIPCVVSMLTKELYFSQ
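signal = Epi-absorbance of released pNA at 405 nm, two timepoints | assay system = Uncleavable procaspase-7 mutant enzyme | reagent = Ac-DEVD-pNA substrate, 400 µM as added | times = 1 h enzyme–compound preincubation and 2 h substrate reaction, both 25 °C | benchmarks = low DMSO alone, high DMSO plus 5 µM PC-7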
AGP1-GFP MLPCN = modulators of TOR pathway AGP1-GFP in S. cerevisiae | S. cerevisiae AGP1-GFP multiplex flow cytometry, 3 h; GFP as percent of DMSO wells | GFP response vs DMSO, % at 10 µM | 320,000 compounds, 0.02% hits;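 active = GFP response relative to DMSO above a set limit, near screen average plus 3 SD, cut at about 150% in these data; inconclusive = fewer than 70 cells counted for the yeast strain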;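 also: median GFP channel fluorescence of the gated AGP1 strain per well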
RPL19A TOR yeast = alters RPL19A-GFP fluorescence in TOR pathway yeast screen; S. cerevisiae RPL19A-GFP strain, flow cytometry, 3 h; hits give low values; percent response vs DMSO, % at 10 µM; 330,000 compounds, 0.3% hits;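 active = percent response vs DMSO below 50%; inconclusive = fewer than 70 events counted for the yeast strain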;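 also: median channel GFP fluorescence of the barcoded RPL19A-GFP strain; ratio of sample median GFP to plate DMSO average so 100% = DMSO; lower means less RPL19A-GFP as with rapamycin TOR inhibition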
proCasp3 act = procaspase-3 (human) activation. AID 463141. recombinant procaspase-3 D3A, Ac-DEVD-pNA absorbance 405 nm. activation, % at 8.5 µM. P42574. 330,000 compounds, 0.11% hits;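 active = activation above the mean of all tested compounds plus 3 SD, cut at about 21% in these data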;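 also: 0% = DMSO alone and 100% = DMSO wells spiked with extra 5 µM PC-3 D3A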
Target sequence (P42574 whole entry D9A/D28A/D175A): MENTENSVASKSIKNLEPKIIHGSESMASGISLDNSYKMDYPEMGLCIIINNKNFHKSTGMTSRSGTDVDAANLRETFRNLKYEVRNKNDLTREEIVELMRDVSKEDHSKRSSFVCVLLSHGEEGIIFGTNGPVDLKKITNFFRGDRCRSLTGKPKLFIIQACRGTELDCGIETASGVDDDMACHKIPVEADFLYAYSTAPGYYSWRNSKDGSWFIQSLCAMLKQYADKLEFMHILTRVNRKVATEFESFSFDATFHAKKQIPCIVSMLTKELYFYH
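Technique: 405 nm absorbance of p-nitroaniline, reads at 0 and 120 min; Test system: Procaspase-3 D3A mutant; Incubation: 1 h enzyme-compound preincubation, then 2 h substrate reaction, 25 °C; Repeats: singlicate, each compound tested once; Benchmarks: low control DMSO wells, high control DMSO plus 5 µM PC-3 D3A.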
AHR activator = activators of human aryl hydrocarbon receptor | 320,000 compounds, 2.5% hits | P35869 | AHR-responsive luciferase reporter cells, luminescence | AID 2796 | activation, % at 5 µM; in the data active = activation above about 47%;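 also: 0% = vehicle wells and 100% = reference agonist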
* marks the source's active call; other numbers are inactive results; ? = inconclusive; · = not tested or not shown; [ ] = another dose, or the depositor's remark.

SMILES	MEP2 TOR yeast	CIT2-GFP yeast	LAP4-GFP MLPCN	procasp7 counter	AGP1-GFP MLPCN	RPL19A TOR yeast	proCasp3 act	AHR activator
CC(NC(=O)c1ccccc1Br)c1nnc(SCc2ccc([N+](=O)[O-])cc2)n1C (configuration not stated)	106.1	106.5	106.5	-0.1	103.8	96.8	5.3	-0.4
COc1ccccc1C(=O)NCCC(=O)NC1CCC(C)CC1 (configuration not stated)	109.4	106.5	102.0	16.7	106.4	98.1	4.7	11.8
CCc1cc2c(N[C@@H](C)C(=O)O)ncnc2s1	102.2	102.1	102.3	-3.4	99.5	98.8	-6.4	2.0
CC(=O)O[C@]1(C(C)=O)CC[C@H]2[C@@H]3C=C(C)C4=CC(=O)CC[C@@H]4[C@H]3CC[C@@]21C	105.9	84.9	111.2	3.9	93.4	103.1	5.8	-0.7
O=C(NC1CC1)c1ccc(S(=O)(=O)NC2CCCCCC2)cc1	103.2	97.7	102.9	-2.9	101.5	100.6	7.5	0.5
COCCCN=C1NN=C(c2cc(C)n(-c3ccccc3F)c2C)CS1	108.3	106.3	96.9	-11.5	107.2	109.3	-5.6	-3.5
CCN(CC(=O)Nc1c(F)cccc1F)C(=O)c1nn(C)c(=O)c2ccccc12	96.9	91.8	91.5	9.5	95.8	92.2	-4.9	5.0
CCN=C1SC(CC(=O)Nc2ccccc2)C(=O)N1CC (configuration not stated)	155.9	71.9	105.9	-4.9	95.5	87.0	-4.9	3.6
COc1ccc(O)c(C(=O)c2cnn(C(=O)c3cccc(N(C)C)c3)c2)c1	102.4	100.0	96.2	-3.8	100.0	99.1	-8.9	13.2
Cc1ccc(-n2nnnc2SCC(=O)N2CC(=O)Nc3ccccc32)cc1	95.5	95.0	92.8	4.8	93.8	96.2	5.6	10.9
O=C(C1CC(=O)N(c2ccc3c(c2)OCCO3)C1)N1CCN(c2cccc(C(F)(F)F)c2)CC1 (configuration not stated)	104.1	99.9	103.0	6.8	107.7	103.5	9.4	0.9
Cn1c(=O)oc2cc(S(=O)(=O)Nc3cccc4c3CCCC4)ccc21	102.3	97.9	103.1	2.1	104.1	101.1	3.6	7.6
CS(=O)(=O)c1ccccc1C(=O)Nc1cccc(-c2nc3ccccc3o2)c1	104.7	105.2	116.0	3.6	106.0	103.7	-8.0	-1.2
CSc1ccc(C(=O)N2CCC(CCC(=O)NC3CC3)CC2)cc1	103.7	98.3	93.6	-1.3	96.2	100.4	4.1	3.2
Brc1ccc(Cn2c(-c3cncs3)nc3ccccc32)cc1	113.4	104.9	117.9	-6.2	109.5	106.6	4.5	6.4
Cc1ccccc1NS(=O)(=O)c1ccc(OCCNS(C)(=O)=O)cc1	105.8	112.8	99.6	-8.7	112.7	110.4	-2.3	-1.9
CCOC(=O)c1c(NC(=O)NC(C)(C)C)sc2c1CCN(C)C2	96.3	·	·	-0.6	·	93.1	5.9	7.9
Cc1ccc2cc(C#N)c(N3CCN(C(=O)c4ccccc4)CC3)nc2c1	99.2[may fluoresce violet]	?	80.0[may fluoresce violet]	-6.7	68.9[may fluoresce violet]	101.6[may fluoresce violet]	-8.9	18.5
CCOC(=O)c1ccccc1NC(=O)Cc1c(C(=O)O)n(C)c2ccccc12	103.3	93.7	108.4	-5.0	102.0	103.1	-0.1	3.1
COc1cccc(C2c3c(oc4cc(C)c(C)cc4c3=O)C(=O)N2CCCN(C)C)c1 (configuration not stated)	103.9	92.2	103.2	-44.6	100.7	98.0	-2.0	12.3

An excerpt of these results, with two lines to a compound.
Results follow in this order: MEP2 TOR yeast | CIT2-GFP yeast | LAP4-GFP MLPCN | procasp7 counter | AGP1-GFP MLPCN | RPL19A TOR yeast | proCasp3 act | AHR activator
Cc1ccc(-n2nnnc2SCC(=O)N2CC(=O)Nc3ccccc32)cc1
 : 95.5 | 95.0 | 92.8 | 4.8 | 93.8 | 96.2 | 5.6 | 10.9
O=C(C1CC(=O)N(c2ccc3c(c2)OCCO3)C1)N1CCN(c2cccc(C(F)(F)F)c2)CC1 (configuration not stated)
 : 104.1 | 99.9 | 103.0 | 6.8 | 107.7 | 103.5 | 9.4 | 0.9
Cn1c(=O)oc2cc(S(=O)(=O)Nc3cccc4c3CCCC4)ccc21
 : 102.3 | 97.9 | 103.1 | 2.1 | 104.1 | 101.1 | 3.6 | 7.6
CS(=O)(=O)c1ccccc1C(=O)Nc1cccc(-c2nc3ccccc3o2)c1
 : 104.7 | 105.2 | 116.0 | 3.6 | 106.0 | 103.7 | -8.0 | -1.2
CSc1ccc(C(=O)N2CCC(CCC(=O)NC3CC3)CC2)cc1
 : 103.7 | 98.3 | 93.6 | -1.3 | 96.2 | 100.4 | 4.1 | 3.2

Other structures.
SMILES	MEP2 TOR yeast	CIT2-GFP yeast	LAP4-GFP MLPCN	procasp7 counter	AGP1-GFP MLPCN	RPL19A TOR yeast	proCasp3 act	AHR activator
Cc1ccc(CN=c2c([N+](=O)[O-])nn(-c3ccc4c(c3)OCCO4)n2O)cc1	101.9	102.5	113.7	-8.1	94.7	107.0	4.0	16.2
CCN1CCN(C(=O)c2nn(-c3ccc(C)cc3)c(=O)c3c2c2ccccc2n3C)CC1	99.0	94.0	100.4	3.7	105.0	102.2	-11.4	15.4
N#Cc1ccc(NC(=O)Cn2cnc([N+](=O)[O-])c2)cc1	103.9	97.5	99.2	5.9	98.6	98.2	-5.6	-3.0
COc1ccc(-c2nc3n(n2)C(c2cccnc2)C(C(N)=O)=C(C)N3)cc1 (configuration not stated)	97.7	101.1	98.1	-1.0	99.6	97.7	3.9	5.7
OC(CNC1CCCC1)COc1c(F)cc(Br)cc1F (configuration not stated)	106.5	100.1	103.5	6.4	99.4	101.5	0.5	-1.8
COCC(C)NC(=O)c1cccc([N+](=O)[O-])c1 (configuration not stated)	81.4	74.8	89.4	-4.0	80.8	80.8	3.7	0.7
CCOc1nc(C)cc(C)c1S(=O)(=O)c1cccc(Cl)c1	108.4	110.3	104.2	-2.6	100.6	115.4	4.8	3.4
COc1ccc(N=Nc2cc(C)c(O)c(CN3CCCCC3)c2)cc1	92.3	94.2	124.0	-14.9	97.8	85.1	-17.0	4.0
CCC(C(=O)N1CCN(C(=O)c2ccco2)CC1)c1ccccc1 (configuration not stated)	94.3	101.2	87.5	-8.3	99.5	94.2	2.0	0.8
CN1CCN(c2ncnc3c2[nH]c2ccc(F)cc23)CC1	117.5	107.8	103.4	7.1	106.0	102.4	4.6	14.9
CCOc1cc(/C=C2/C(=N)N3C(=NC2=O)SN=C3S(C)(=O)=O)ccc1OS(=O)(=O)c1ccccc1	154.2[may fluoresce violet]	?	73.5[may fluoresce violet]	2.6	?	13.1*[may fluoresce violet]	-7.0	13.7
CCCCCOCC1CC(C/C(C)=N/NC(N)=S)C(=O)O1 (configuration not stated)	103.5	113.7	100.3	-3.9	106.9	106.2	-3.9	-0.1
COc1cc2cc(-c3ccc(O)cc3O)nc(C)c2cc1OC	99.2	97.7	87.2	4.8	98.1	102.8	-0.9	48.1*
O=c1oc2c3c4c(cc2s1)CCCN4CCC3	118.5	109.3	115.9	-41.9	106.7	102.3	-25.1	0.9
O=C(COc1cccc(F)c1)Nc1nc(-c2ccncc2)cs1	106.2	100.7	105.8	4.5	103.4	101.9	0.8	9.9
COc1ccc(OC)c(S(=O)(=O)Nc2cccc3ccc(O)cc23)c1	106.8	106.6	115.8	-1.4	110.0	104.7	-12.0	7.7
COc1ccc(OCC(O)Cn2c(=N)n(CCN3CCCCC3)c3ccccc32)cc1 (configuration not stated)	?	?	?	13.7	?	?	-1.9	1.9
OC(CNc1nc2ccccc2s1)c1ccccc1 (configuration not stated)	102.9	105.5	101.5	3.8	101.9	98.9	10.7	-3.9
O=C(CSc1nnc(CNC(=O)c2cccs2)o1)Nc1ccc(Cl)cc1	113.8	96.2	99.5	0.7	100.6	103.8	5.9	17.9
NC(=O)C1CCN(c2nc(C3CC3)nc3c2nnn3Cc2ccccc2Cl)CC1	109.3	98.5	108.9	5.7	104.6	99.9	12.5	1.2
CCOc1ccc(N(C(=O)c2snc(C(N)=O)c2N)C(C(=O)NC2CCCC2)c2ccncc2)cc1 (configuration not stated)	99.4	97.4	94.3	1.4	98.0	98.4	4.5	1.5
COc1ccc(S(=O)(=O)n2nc(-n3c(C)ccc3C)c3c(F)cccc32)cc1OC	97.8	92.8	104.1	-6.4	100.9	94.7	2.3	-1.0
CCCCn1c(N)c(N(CC(C)C)C(=O)c2ccc(Cl)c(S(=O)(=O)N3CCCC3)c2)c(=O)[nH]c1=O	99.3	92.4	101.7	2.3	96.6	95.3	3.4	1.2
Nc1ccccc1OCCOCCOc1ccccc1N	102.5	103.2	100.5	8.1	106.8	102.8	2.5	4.8
COc1ccc(/C=C2\SC(=S)N(N3CCOCC3)C2=O)c(OC)c1	93.7	97.8	101.6	-0.1	105.0	98.2	-5.6	-1.8
COc1ccccc1NC(=O)CN(C)S(=O)(=O)c1cccc2cccnc12	105.2	103.5	99.2	4.6	106.3	100.5	-3.2	7.8
COC(=O)COc1ccc(/C=C2/NC(=O)N(CC(=O)OC)C2=O)cc1	96.6	99.0	103.2	3.2	105.2	98.7	5.5	0.2
COc1ccc(Cl)cc1S(=O)(=O)N1CCCC(C(=O)NCc2ccccn2)C1 (configuration not stated)	98.7	107.6	100.9	0.2	109.7	96.8	9.0	-3.1
O=C(NCCc1ccccc1)[C@@H]1CC=C[C@@H]2CCN(Cc3ccccc3)C(=O)[C@@H]21	99.5	97.9	97.8	-2.5	99.3	102.0	6.1	6.8
CC(C)Cc1nnc(NC(=O)CCC(=O)NC2CCCc3ccccc32)s1 (configuration not stated)	100.8	101.1	84.0	2.3	93.0	103.8	10.1	10.2
CC1CCC(NC(=O)CN2C(=O)NC3(CCCCC3C)C2=O)CC1 (configuration not stated)	103.5	104.5	107.0	7.6	104.1	105.0	6.2	-0.3
C/C=C/c1ccc(OCC(=O)OCC(=O)Nc2c(C)nn(-c3ccccc3)c2C)c(OC)c1	100.3	100.8	107.0	-4.9	109.6	97.8	-1.3	-0.2
O=C(COC(=O)Cc1ccc(Cl)cc1)Nc1ccc(OC(F)F)cc1	102.0	94.6	92.6	14.4	91.7	101.5	3.3	6.1
COc1ccc(C(C(=O)NC(C)(C)C)N(C(=O)CNC(=O)c2cccs2)c2cccnc2)cc1OC (configuration not stated)	101.5	103.3	93.5	2.8	107.2	102.0	4.8	-3.8
CCOc1ccc(-n2c(SCC(=O)Nc3ccc(OC)cc3OC)nc3c(c2=O)SCC3)cc1	102.6	100.3	94.3	5.4	100.8	98.6	8.5	-0.5
COc1ccc(Nc2nc(C(=O)N(CCO)Cc3ccccc3)cs2)cc1	89.0	83.2	101.4	10.5	94.0	93.1	6.1	15.4
O=C(O)COCC(=O)Nc1ccc2c(c1)oc1ccccc12	107.0	100.6	95.4	·	98.4	103.6	·	·
CCC1(O)CC(C(=O)OC)=NN1C(=O)c1ccccc1 (configuration not stated)	100.0	99.0	91.8	1.4	98.9	97.6	3.2	-1.0
CCCCN1C[C@H](Cc2ccccc2)[C@@H](CC(=O)NCc2ccc(OC)cc2)C1=O	141.3	101.2	159.2*	-3.3	102.2	88.5	-2.9	1.3
C/C(=N\NC(=O)c1ccco1)c1ccc(NC(=O)c2ccccc2)cc1	97.2	98.5	94.4	1.9	93.8	94.5	3.6	2.0
